Assay outcomes deposited in PubChem by several laboratories.
CAL PDZ FP-1 = CAL PDZ peptide-binding inhibitors, primary screen, biochemical, fluorescence polarization, Cer-tagged CAL PDZ, HTS | Golgi-associated PDZ and coiled-coil motif-containing protein (Homo sapiens), Q9HD26 | purified CAL PDZ, TMR-peptide fluorescence polarization, 1 h | inhibition, % at 20 µM | actives 0.02% (n = 330,000) | AID 504414, 2011;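 active = highest replicate inhibition of at least 40%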;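 also: plate controls were DMSO neutral control wells for no effect and unlabeled competitor peptide control wells for full effect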
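Material: tagged CAL PDZ protein CerCALP, purified; buffer or medium: sodium phosphate/NaCl buffer pH 7.4 with TCEP, IgG, Thesit; also added: fluorescent TMR peptide probe; schedule: 1 h incubation at room temperature before polarization reading; technique: fluorescence polarization from S- and P-plane intensities, G-factor corrected; control set: unlabelled peptide and DMSO controls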
DAGLB inhibitor = DAGLB lipase inhibitors, primary screen, biochemical, fluorescence, HTS; Diacylglycerol lipase-beta (Homo sapiens), Q8NCG7; HEK293T DAGLB membrane lysate, EnzChek fluorogenic substrate; inhibition, % at 5.17 µM; actives 0.059% (n = 340,000); AID 504411, 2011; in the data active = inhibition above about 34%;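 also: 0% = enzyme with vehicle and 100% = wells lacking enzyme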
Target sequence (Q8NCG7 whole entry, looked up): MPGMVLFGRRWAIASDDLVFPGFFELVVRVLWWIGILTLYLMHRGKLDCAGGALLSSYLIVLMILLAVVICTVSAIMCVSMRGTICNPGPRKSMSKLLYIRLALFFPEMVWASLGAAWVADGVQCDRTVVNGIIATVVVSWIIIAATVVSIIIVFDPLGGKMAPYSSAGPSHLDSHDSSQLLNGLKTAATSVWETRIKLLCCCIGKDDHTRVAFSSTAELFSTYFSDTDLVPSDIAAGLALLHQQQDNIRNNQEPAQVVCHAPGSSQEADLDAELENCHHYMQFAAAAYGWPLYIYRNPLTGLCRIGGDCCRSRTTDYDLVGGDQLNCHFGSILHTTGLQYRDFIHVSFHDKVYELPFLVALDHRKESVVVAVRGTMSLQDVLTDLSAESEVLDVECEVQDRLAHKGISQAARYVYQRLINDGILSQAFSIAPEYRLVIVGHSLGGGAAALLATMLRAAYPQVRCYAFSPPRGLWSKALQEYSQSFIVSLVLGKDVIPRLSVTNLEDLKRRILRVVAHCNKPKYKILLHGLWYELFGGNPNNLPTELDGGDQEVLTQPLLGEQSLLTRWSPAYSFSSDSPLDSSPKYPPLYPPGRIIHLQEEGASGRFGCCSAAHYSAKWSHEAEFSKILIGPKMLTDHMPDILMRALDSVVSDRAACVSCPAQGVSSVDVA
V-ATPase pHluor = regulators of yeast V-ATPase proton pumping, primary screen, pHLuorin cytosolic pH fluorescence; S. cerevisiae; response, % at 10 µM; actives 0.37% (n = 350,000); in the data active = response mostly above about 7.3%, no sharp cut-off; inactive = mostly below about 5.4%; also: actives read high; inactives centre near 0; some compounds called inactive have numbers as strong as hits
NSD2 inh = NSD2 histone methyltransferase inhibitors, primary screen, biochemical, AlphaScreen, single concentration, set 2; NSD2 peptide methylation, 120 min; Histone-lysine N-methyltransferase NSD2 (Homo sapiens), O96028; inhibition, % at 12.5 µM; actives 0.54% (n = 310,000); AID 743445, 2014; in the data active = inhibition above about 50%
CAL PDZ FP-2 = untagged CAL PDZ binding inhibitors, primary screen, biochemical, fluorescence polarization, HTS | Golgi-associated PDZ and coiled-coil motif-containing protein (Homo sapiens), Q9HD26 | purified CAL PDZ, TMR-peptide fluorescence polarization, 1 h | inhibition, % at 24.9 µM | actives 0.92% (n = 300,000) | AID 602252, 2012;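 active = mean inhibition of at least 30% with at least half of replicates also reaching 30%; inconclusive = no clear call, values can overlap the other calls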;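 also: 0% = DMSO neutral control and 100% = excess unlabeled competitor peptide PRC23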
DSG3 Ab inh = inhibitors of pemphigus antibody binding to DSG3, primary screen, biochemical, bead-based, flow cytometry, scFv-GFP. actives 0.48% (n = 310,000). binding (percent of control), % at 10 µM. DSG3-coupled beads, scFv-anti-DSG3-GFP binding; active compounds read low. Desmoglein-3 (Homo sapiens), P32926;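 active = binding more than 3 SD below its plate's average and above zero; inconclusive = below that plate limit but binding exactly zero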;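 also: hits lower antibody fragment binding to DSG3; some compounds called inactive have numbers as strong as hits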
C-LANA FP = inhibitors of KSHV C-LANA binding to DNA, primary screen, biochemical, fluorescence polarization, FAM-LBS DNA, MBP-C-LANA, single point. Kaposi's sarcoma herpesvirus LANA C-terminal domain (residues 932-1162) DNA binding. inhibition, % at 9 µM. actives 0.078% (n = 340,000);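 active = highest replicate inhibition at or above 60% at 9 µM, even if other replicates fall short; inactive = all replicates below 60% inhibition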;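 also: 0% = neutral control wells and 100% = 4 µM acridine orange control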
Cardiac RTF inh = cardiac RTF calcium sensitivity inhibitors, primary screen, biochemical, IANBD-TnC fluorescence, EC70 calcium; IANBD-labeled cardiac RTF, Ca2+ fluorescence; inhibition, % at 7.15 µM; actives 0.12% (n = 340,000);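 active = inhibition above the mean inhibition of all tested compounds plus 3 SD, cut at about 17% in these data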;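 also: assay run at fixed EC70 calcium of 1.6 mM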
Keap1-Nrf2 PPI = Keap1-Nrf2 protein-protein interaction inhibitors, primary screen, biochemical, fluorescence polarization, single point; Kelch-like ECH-associated protein 1 (Homo sapiens), Q14145; Keap1 Kelch-Nrf2 peptide fluorescence polarization, 1536-well; inhibition, % at 9.4 µM; actives 0.15% (n = 340,000); in the data active = inhibition above about 12%; inconclusive = no clear call, values can overlap the other calls; inactive = below about 7.3%;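 also: human Keap1 Kelch domain with fluorescein labeled Nrf2 9mer peptide probe; 0% = neutral control wells and 100% = peptide positive control; higher means more block of Keap1 binding to Nrf2 peptide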
Arrestin-AP2 inh = inhibitors of beta-arrestin/AP2 binding, primary screen, biochemical, GPCR trafficking, flow cytometry; beta-arrestin 1 C-terminal peptide binding to AP2 beta2-adaptin appendage (human); FITC-arrestin peptide / GST-AP2 beads; AP2 beta2 appendage carries R879A mutation; inhibition, % at 10 µM; actives 0.31% (n = 340,000);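 active = inhibition above a set limit, near 3 SD of compounds lacking own fluorescence, cut at about 54% in these data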;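 also: plate controls were DMSO wells for no effect and 5 µM unlabelled arrestin peptide for full effect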
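System: GST-tagged AP2 beta2-adaptin appendage (R879A) on 4 µm glutathione beads / Reagent: FITC-arrestin peptide, 50 nM / Detection: HyperCyt-sampled flow cytometry, FL1 channel, ex 488/em 535 nm / Timing: 12 min plus 1 h, RT / Buffer or medium: PBS plus Tween 20 (0.05%) and BSA (0.1%)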
* marks the source's active call; other numbers are inactive results; ? = inconclusive; · = no result given. An excerpt. The share of hits here may be higher or lower than overall.

SMILES	CAL PDZ FP-1	DAGLB inhibitor	V-ATPase pHluor	NSD2 inh	CAL PDZ FP-2	DSG3 Ab inh	C-LANA FP	Cardiac RTF inh	Keap1-Nrf2 PPI	Arrestin-AP2 inh
CCNC(=O)C1OC(n2cnc3c(N)ncnc32)C(O)C1O (stereo not drawn)	-0.4	-1	3	-1	1	110	0.8	-22	0	-11
CN1CCC2(CC1)NC(=O)C1=C(CN(C)CC1)N2	·	-1	4	-1	5	103	0.2	-7	-7	1
Cc1cccc(C)c1OP(N)(=O)OCC(F)(F)F (stereo not drawn)	-2.8	-2	0	-1	-2	90	-0.9	5	-2	0
CCOC(=O)c1[nH]c2ccc(OC)cc2c1C(SCC(=O)O)c1ccc(C(F)(F)F)cc1 (stereo not drawn)	-1.9	13	4	2	-3	104	0.1	2	-2	-5
CCOC(=O)C1(CCOc2ccccc2)CCN(C(C)CSC)CC1 (stereo not drawn)	-0.1	-1	0	0	·	101	1.9	-4	0	-10
CC1CCN(CC#CCOc2ccc(Cl)cc2)CC1	-0.2	-4	0	3	-1	91	1.1	-2	1	-1
Cc1ccccc1-n1c(C)nc2sccc2c1=O	-3.3	0	-6	0	2	100	1.1	-7	-5	-6
Clc1cc(Cl)cc(NC2=NCCS2)c1	-0.7	-2	0	-1	-7	96	-1.4	1	5	-14
CCCCn1c(O)c(C(CC)=NCc2ccc(F)cc2)c(=O)[nH]c1=O	-4.1	4	-1	4	-4	97	0.9	1	-2	-9
COC(=O)C1=C(c2ccc(OC(F)(F)F)cc2)C[C@@H]2CC[C@H]1N2C(=O)NCCOc1ccc(OC)cc1	-0.1	-2	6	·	-3	103	-2.4	2	-5	1
Cc1c(C=O)c2ccccc2n1Cc1ccc(F)cc1	-2.7	-1	-2	5	0	107	1.6	-9	-2	-2
O=C(Cc1ccccc1)NC(Cc1ccc(Cl)cc1)C(=O)O (stereo not drawn)	-2.6	1	0	-16	-7	96	-0.4	5	3	26
CCC1(CCC(C)C)C(=O)NC(=S)NC1=O	-0.4	0	-2	-2	-1	123	0.2	-6	-3	15
CC(C)N1OC2CC1c1nc3ccccc3n1C2 (stereo not drawn)	-0.2	-1	-1	·	0	102	-1.4	-5	-3	-8
CCC/C(=N\O)c1c[nH]c2ccccc12	-5.1	1	6	-1	-4	114	-2.8	-16	2	-2
COc1ccc(Cl)cc1NC1=NCC(C)S1 (stereo not drawn)	-1.8	-2	2	1	-1	103	-1.5	4	2	-2
O=c1[nH]c(=O)n(C2CCCCC2)c(O)c1/C=N/N1CCCCC1c1cccnc1 (stereo not drawn)	-2.6	2	3	4	-6	86	-1.1	-8	1	0
C=CCOC(=O)c1ccccc1N	-2.8	-1	2	·	-5	106	-1.0	-8	-7	3
CCc1nnc(NS(=O)(=O)c2ccc(N=Cc3c(O)n(-c4ccccc4)c(=O)[nH]c3=O)cc2)s1	-0.9	0	1	-1	-1	106	0.7	-5	-13	-8
CN1CC(C(=O)c2ccccc2)C(c2ccccc2)C1 (stereo not drawn)	-0.9	-1	-4	0	1	109	1.4	-8	-3	-14

Entries shown so far with a carbonyl joined to an NH by a bond outside any ring (three):
SMILES	CAL PDZ FP-1	DAGLB inhibitor	V-ATPase pHluor	NSD2 inh	CAL PDZ FP-2	DSG3 Ab inh	C-LANA FP	Cardiac RTF inh	Keap1-Nrf2 PPI	Arrestin-AP2 inh
CCNC(=O)C1OC(n2cnc3c(N)ncnc32)C(O)C1O (stereo not drawn)	-0.4	-1	3	-1	1	110	0.8	-22	0	-11
COC(=O)C1=C(c2ccc(OC(F)(F)F)cc2)C[C@@H]2CC[C@H]1N2C(=O)NCCOc1ccc(OC)cc1	-0.1	-2	6	·	-3	103	-2.4	2	-5	1
O=C(Cc1ccccc1)NC(Cc1ccc(Cl)cc1)C(=O)O (stereo not drawn)	-2.6	1	0	-16	-7	96	-0.4	5	3	26

Six neighbouring entries already listed, quoted:
SMILES	CAL PDZ FP-1	DAGLB inhibitor	V-ATPase pHluor	NSD2 inh	CAL PDZ FP-2	DSG3 Ab inh	C-LANA FP	Cardiac RTF inh	Keap1-Nrf2 PPI	Arrestin-AP2 inh
CC1CCN(CC#CCOc2ccc(Cl)cc2)CC1	-0.2	-4	0	3	-1	91	1.1	-2	1	-1
Cc1ccccc1-n1c(C)nc2sccc2c1=O	-3.3	0	-6	0	2	100	1.1	-7	-5	-6
Clc1cc(Cl)cc(NC2=NCCS2)c1	-0.7	-2	0	-1	-7	96	-1.4	1	5	-14
CCCCn1c(O)c(C(CC)=NCc2ccc(F)cc2)c(=O)[nH]c1=O	-4.1	4	-1	4	-4	97	0.9	1	-2	-9
COC(=O)C1=C(c2ccc(OC(F)(F)F)cc2)C[C@@H]2CC[C@H]1N2C(=O)NCCOc1ccc(OC)cc1	-0.1	-2	6	·	-3	103	-2.4	2	-5	1
Cc1c(C=O)c2ccccc2n1Cc1ccc(F)cc1	-2.7	-1	-2	5	0	107	1.6	-9	-2	-2

The results go on:
SMILES	CAL PDZ FP-1	DAGLB inhibitor	V-ATPase pHluor	NSD2 inh	CAL PDZ FP-2	DSG3 Ab inh	C-LANA FP	Cardiac RTF inh	Keap1-Nrf2 PPI	Arrestin-AP2 inh
Cc1cc(O)c2c(c1)C(=O)C13C(=C2O)C(=O)[C@H]2[C@@H](O)[C@@H]1[C@H]1[C@H](O)[C@@H]3C(=O)C3=C(O)c4c(O)cc(C)cc4C(=O)C312 (stereo partly drawn)	1.4	8	-3	·	-4	·	0.2	-4	-2	5
CNC(=O)Oc1ccc(N(C)C)cc1C(C)C	-0.3	1	-3	2	1	88	-1.8	-3	0	-10
CC(C)OP(=O)(OC(C)C)C(O)c1ccc(Br)cc1 (stereo not drawn)	-0.5	-4	4	0	-1	96	-0.2	8	-4	-1
O=C(Nc1cccc(OC(=O)N2CCCCC2)c1)N1CCCCC1	·	4	-2	-2	-6	105	-0.3	1	-7	8
COc1ccc(OCC#CCN2CCC(C)CC2)cc1	-0.7	-2	-3	3	-4	109	1.4	11	2	7
Cn1cc(C(=O)OCC(=O)N2CCCCC2)c2ccccc21	0.1	0	-1	0	-2	96	3.0	-8	-5	7
O=C1NC(=O)N(c2ccccc2)C(=O)/C1=C/C=C/c1ccco1	-2.6	1	0	·	-1	89	4.9	-32	-13	-15
CCc1ccc2c(CN3CC=C(c4ccccc4)CC3)cc(=O)oc2c1	-1.4	-1	-3	·	0	105	-0.6	4	-3	5
CN1CCN(c2ccc(C=O)cc2)CC1	-3.9	0	-5	-5	0	64	0.7	-1	-3	8
O=c1c2ccccc2nc(-c2cccs2)n1-c1ccccc1	-1.6	-3	1	-1	-2	96	1.5	1	0	10
Cc1ccc(-n2c(=S)[nH]c3ccc(C)cc3c2=O)cc1	·	1	-1	0	·	100	·	·	·	·
O=c1[nH]c(=O)n(-c2ccccc2)c(O)c1/C=C/C=Nc1ccccc1	0.2	-22	-2	0	0	·	-26	-71	-108	3
O/N=C1\CCC2CN(C3CCCCC3)CC2C1 (stereo not drawn)	-0.5	0	-2	-5	-1	12*	2.5	1	2	-2
CCn1c(=O)cc(OCC(=O)N2CCN(Cc3ccc4c(c3)OCO4)CC2)c2ccccc21	-2.8	1	-5	0	-3	100	0.8	2	-5	2
COc1ccc2c(CCN)c[nH]c2c1	-0.3	3	6	2	-1	108	-1.2	-5	-6	3
O=c1[nH]c(=S)n(-c2ccccc2F)c(O)c1C=Nc1ccc(N2CCOCC2)cc1	-1.2	3	-3	0	-1	114	3.2	9	-4	-2
Cc1cc(/C=C2\C(=O)NC(=O)N(c3ccc(F)cc3)C2=O)c(C)n1-c1ccc(C(=O)O)cc1	1.1	0	1	11	2	95	0.9	-8	-4	4
Cc1ccc(-n2c(O)c(/C=N/N3CCCCCC3)c(=O)[nH]c2=O)cc1C	·	·	-3	-3	·	111	·	·	·	5
C[N+]1(C)CCC(OC(=O)C(c2ccccc2)c2ccccc2)CC1	0.5	-1	1	·	1	·	-0.4	-10	0	-14
CCCN(CCC)C1CCc2ccc(O)cc2C1 (stereo not drawn)	-0.2	0	-4	·	-5	102	1.4	2	-4	5
CCOP(=O)(OCC)C(NC(=O)c1ccccc1C)C(Cl)(Cl)Cl (stereo not drawn)	-1.0	-1	-2	-2	-3	128	1.8	10	-5	4
O=C1NC(=O)C(Nc2ccc(Cl)c(Cl)c2)C(=O)N1	-2.7	-9	-4	9	1	93	2.9	-5	-5	-15
COC(=O)Cn1cc(C=C2C(=O)NC(=O)NC2=O)c2ccccc21	-0.2	0	0	13	-1	108	5.0	1	?	31
O=C(Nc1ccccc1)N1Cc2ccccc2-n2nncc2C1	-0.2	-3	3	·	0	102	0.0	4	1	24
ClCCN(CCCl)c1ccc(C=NNc2ncccn2)cc1	-1.8	1	-1	1	-4	126	3.4	-10	3	41
CN(C)C=C1C(=O)N(C2CCCCC2)C(=O)N(C2CCCCC2)C1=O	0.6	-1	-8	1	12	105	0.6	-7	-3	20
O=C(O)c1cccc2c1NC(C(=O)O)C1CC(Sc3ccccc3[N+](=O)[O-])C(Cl)C21 (stereo not drawn)	1.8	39*	-2	31	8	73*	132*	56*	31*	-3
COc1ccc(OCC(=O)N2CCCC(N3CCN(c4ccccc4C)CC3)C2)cc1 (stereo not drawn)	-1.1	-3	-6	8	4	107	-0.8	3	5	21
CCc1ccc(NC2=NCCCS2)cc1	-1.4	0	-2	-7	·	·	1.0	2	-4	3
CC(C)OC(=O)C1C2c3ccccc3C(c3ccccc32)C1C(=O)O (stereo not drawn)	-0.5	0	1	7	-4	106	0.8	-3	-2	6
CCCCCSc1cc(OC)c(CCN(C)C)cc1OC	0.2	0	2	31	-5	104	-0.2	2	-2	1
